Compound activity (PubChem)
USP30 block = inhibitors of human USP30 deubiquitinase; Q70CQ3; purified USP30, Ub-rhodamine cleavage fluorescence; inhibition, % at 25 µM; 5.3% of 47,000 active; AID 1645860
USP10 block = blocks human USP10 ubiquitin-rhodamine cleavage; Q14694; purified USP10, Ub-rhodamine fluorescence, 60 min; inhibition, % at 20 µM; 1.1% of 47,000 active; AID 1645856
USP8 block = human USP8 deubiquitinase inhibition | inhibition, % at 20 µM | P40818 | purified USP8, Ub-rhodamine cleavage fluorescence, 30 min | AID 1645853 | 4.2% of 47,000 active
USP7 block = inhibitors of human USP7 deubiquitinase; 0.3% of 47,000 active; Q93009; AID 1645854; inhibition, % at 20 µM; purified USP7, Ub-rhodamine cleavage fluorescence
OTUD3 inh = human OTUD3 deubiquitinase inhibition; Q5T2D3; 0.7% of 47,000 active; AID 1645858; inhibition, % at 25 µM; purified OTUD3, Ub-rhodamine fluorescence, 2 h
UCHL1 inh = inhibitors of human UCHL1 deubiquitinase. P09936. purified UCHL1, Ub-rhodamine cleavage fluorescence. inhibition, % at 20 µM. 0.2% of 47,000 active
Target sequence (P09936 whole entry, looked up): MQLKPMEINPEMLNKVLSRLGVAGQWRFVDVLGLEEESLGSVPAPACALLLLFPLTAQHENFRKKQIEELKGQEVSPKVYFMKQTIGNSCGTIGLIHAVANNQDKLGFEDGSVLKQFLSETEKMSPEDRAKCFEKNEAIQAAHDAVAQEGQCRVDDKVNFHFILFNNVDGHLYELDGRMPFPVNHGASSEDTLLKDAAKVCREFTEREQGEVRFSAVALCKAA
USP17 inh = blocks human USP17 ubiquitin-rhodamine cleavage; inhibition, % at 50 µM; AID 1645855; 6.5% of 47,000 active; purified USP17, Ub-rhodamine cleavage fluorescence, 3 h; A8MUK1
Target sequence (A8MUK1 whole entry, looked up): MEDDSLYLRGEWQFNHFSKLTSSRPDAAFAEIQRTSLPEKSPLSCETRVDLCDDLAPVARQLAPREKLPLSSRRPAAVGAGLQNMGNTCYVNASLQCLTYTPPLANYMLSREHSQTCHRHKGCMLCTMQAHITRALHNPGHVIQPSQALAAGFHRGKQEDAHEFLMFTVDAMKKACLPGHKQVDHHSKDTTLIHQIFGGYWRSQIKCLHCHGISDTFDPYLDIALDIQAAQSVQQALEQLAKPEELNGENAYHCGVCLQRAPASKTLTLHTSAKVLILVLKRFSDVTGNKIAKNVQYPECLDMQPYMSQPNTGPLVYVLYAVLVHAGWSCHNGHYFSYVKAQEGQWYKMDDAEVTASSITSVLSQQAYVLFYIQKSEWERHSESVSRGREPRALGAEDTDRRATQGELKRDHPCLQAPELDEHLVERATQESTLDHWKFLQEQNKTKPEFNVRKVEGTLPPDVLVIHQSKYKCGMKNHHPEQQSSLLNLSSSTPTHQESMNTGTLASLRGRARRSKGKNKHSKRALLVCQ
USP28 block = human USP28 deubiquitinase inhibition. Q96RU2. purified USP28, Ub-rhodamine cleavage fluorescence, 30 min. inhibition, % at 25 µM. 3% of 47,000 active. AID 1645857
* marks the source's active call; other numbers are inactive results. Rule as the data show it: active = inhibition above about 30%; inactive = the rest.

For O=C(Nc1cccc(N2CCCCC2=O)c1)c1ccccc1C(F)(F)F the results were USP30 block 2, USP10 block 0, USP8 block 11, USP7 block 4, OTUD3 inh 4, UCHL1 inh 1, USP17 inh 4 and USP28 block 6.
Screening COC(=O)c1ccc(Nc2c(C#N)cnc3ccc(Cl)cc23)cc1 returned USP30 block 33*, USP10 block 20, USP8 block 20, USP7 block 9, OTUD3 inh 7, UCHL1 inh 6, USP17 inh 17 and USP28 block 10.
Screening COc1ccc(C)cc1NC(=O)C(Sc1nnc(C2CC2)n1Cc1ccccc1)c1ccccc1 (stereo not drawn) returned USP30 block 37*, USP10 block 4, USP8 block 25, USP7 block 4, OTUD3 inh 14, UCHL1 inh 7, USP17 inh 22 and USP28 block 30*.
`c1nc2onc(C3CCCC3)c2cc1-c1nnc(C2CC2)o1` gave USP30 block 5, USP10 block -1, USP8 block 4, USP7 block -94, OTUD3 inh 0, UCHL1 inh -1, USP17 inh 3 and USP28 block -1.
`CNc1nc(C2CCN(C(C)=O)CC2)nc2c1CCN(S(=O)(=O)c1ccccc1)C2` gave USP30 block 3, USP10 block -1, USP8 block 2, USP7 block 0, OTUD3 inh 0, UCHL1 inh -2, USP17 inh 4 and USP28 block 0.
CC(=O)Nc1ccc(N2C(=O)c3cc(-c4ccco4)nn3CC2(C)C(=O)NCc2ccc(F)cc2)cc1 (stereo not drawn) was read as USP30 block -90, USP10 block -11, USP8 block 39*, USP7 block -12, OTUD3 inh 3, UCHL1 inh -5, USP17 inh -20 and USP28 block 7.
CCC(=O)c1c(-c2ccccc2)c2c3n(c(-c4ccccc4)cn13)CCCC2 was read as USP30 block -256, USP10 block -8, USP8 block -15, USP7 block -6, OTUD3 inh -55, UCHL1 inh 0, USP17 inh -59 and USP28 block -55.
For CC(=O)NCC(=O)N(c1ccc(C)cc1)C1(C(=O)Nc2ccc(C)cc2)CCCCC1 the results were USP30 block 2, USP10 block -1, USP8 block -11, USP7 block -2, OTUD3 inh -1, UCHL1 inh 0, USP17 inh 3 and USP28 block -9.
For Cc1sc2c(c1C)-c1nc(SCC(=O)c3ccc(Cl)cc3)ncc1S(=O)(=O)N2C the results were USP30 block 0, USP10 block 2, USP8 block -19, USP7 block 6, OTUD3 inh 6, UCHL1 inh 9, USP17 inh 0 and USP28 block 4.
CCOc1ccccc1C1c2c(C)nn(-c3ccc(C)cc3)c2N=C2C(Cl)=CC(Cl)=CN21 (stereo not drawn) was read as USP30 block 1, USP10 block 0, USP8 block 2, USP7 block 3, OTUD3 inh 5, UCHL1 inh 0, USP17 inh 8 and USP28 block 3.
For CC(C)NC(=O)Nc1nc2c(s1)CN(C(=O)c1cccn(C)c1=O)CC2 the results were USP30 block -8, USP10 block -3, USP8 block -60, USP7 block 1, OTUD3 inh -8, UCHL1 inh -3, USP17 inh -17 and USP28 block -7.
Screening Cn1c2c(c(=O)n(C)c1=O)CN(C1CCCC1)CN2 returned USP30 block -5, USP10 block 0, USP8 block -136, USP7 block -4, OTUD3 inh -2, UCHL1 inh -2, USP17 inh -17 and USP28 block -5.
For CN1CC(=O)N(C2CCNCC2)Cc2c(NC3Cc4ccccc4C3)ncnc21 the results were USP30 block -16, USP10 block -4, USP8 block -164, USP7 block -5, OTUD3 inh 0, UCHL1 inh -1, USP17 inh -24 and USP28 block 12.
For CN(C)c1nccnc1C1CN(C(=O)c2ccc3c(c2)OCO3)CCO1 (stereo not drawn) the results were USP30 block 21, USP10 block 0, USP8 block 11, USP7 block 2, OTUD3 inh 9, UCHL1 inh 0, USP17 inh 11 and USP28 block 3.
Screening O=c1c2cnc(N3CCN(c4ccccc4)CC3)nc2ccn1CCN1CCOCC1 returned USP30 block 13, USP10 block -1, USP8 block 6, USP7 block 4, OTUD3 inh 8, UCHL1 inh 1, USP17 inh -1 and USP28 block 7.
Screening COc1ccccc1-c1c(NC(=O)C2CCCCC2)n(C)c2ccccc2c1=O returned USP30 block 4, USP10 block 0, USP8 block 6, USP7 block -1, OTUD3 inh 0, UCHL1 inh -1, USP17 inh 1 and USP28 block -4.
`Cc1onc(-c2ccccc2Cl)c1C(=O)N1CCCC1c1cccs1` (stereo not drawn) gave USP30 block -94, USP10 block -1, USP8 block -7, USP7 block -11, OTUD3 inh -27, UCHL1 inh -6, USP17 inh -25 and USP28 block -31.
O=C(Nc1ccc2nccnc2c1)c1cccc(C(F)(F)F)c1 was read as USP30 block 76*, USP10 block 0, USP8 block 0, USP7 block 7, OTUD3 inh 2, UCHL1 inh 5, USP17 inh 8 and USP28 block 32*.
COc1cccc(NC(=O)c2nc(C)n(C3CCN(C(C)=O)CC3)c2C)c1 was read as USP30 block -45, USP10 block -8, USP8 block 1, USP7 block 0, OTUD3 inh -4, UCHL1 inh -2, USP17 inh -14 and USP28 block -10.
O=C(c1cccc(Cl)c1)N1CCN(c2cc(-c3cccnc3)[nH]n2)CC1 was read as USP30 block -22, USP10 block 0, USP8 block -15, USP7 block 2, OTUD3 inh -17, UCHL1 inh -2, USP17 inh -19 and USP28 block -8.
For Cc1oc2ncnc(Oc3ccccc3F)c2c1C the results were USP30 block 6, USP10 block 4, USP8 block 10, USP7 block -32, OTUD3 inh 11, UCHL1 inh 4, USP17 inh 8 and USP28 block 14.
For COc1ccc(OCC(=O)Nc2ccc3c(c2)CCC(=O)N3Cc2ccccc2)cc1 the results were USP30 block 32*, USP10 block 10, USP8 block 1, USP7 block 9, OTUD3 inh 11, UCHL1 inh 2, USP17 inh 13 and USP28 block 14.
`Cc1ccccc1NC(=O)CSc1nnc(C2CC2)n1Cc1ccccc1` gave USP30 block 4, USP10 block 1, USP8 block 0, USP7 block -9, OTUD3 inh -1, UCHL1 inh -2, USP17 inh -1 and USP28 block -3.
Screening CN1CCC(N(C)CC(O)COc2ccc(C#N)cc2)CC1 (stereo not drawn) returned USP30 block -23, USP10 block -4, USP8 block -10, USP7 block 0, OTUD3 inh 1, UCHL1 inh -1, USP17 inh -10 and USP28 block -5.
Screening Cc1ccnc(NC(=O)Cn2ccc3ccc(-c4nnc(C)o4)cc32)c1 returned USP30 block -15, USP10 block -3, USP8 block -20, USP7 block -1, OTUD3 inh -13, UCHL1 inh 0, USP17 inh -11 and USP28 block -10.
`Cc1ccc(C(=O)Nc2cccc(CO)c2)cc1` gave USP30 block -17, USP10 block 0, USP8 block 4, USP7 block 0, OTUD3 inh -8, UCHL1 inh -1, USP17 inh 0 and USP28 block -4.
For Cc1ncoc1C(=O)N[C@@H]1C[C@@H](Oc2cccc(F)c2)[C@H](O)[C@H]1N1CCOCC1 the results were USP30 block -20, USP10 block -1, USP8 block 7, USP7 block 3, OTUD3 inh 19, UCHL1 inh 0, USP17 inh 12 and USP28 block 8.
Screening Cc1cc(C)cc(NC(=O)NC2CCN(c3nc4cccnc4n(C)c3=O)CC2)c1 returned USP30 block -28, USP10 block -8, USP8 block -13, USP7 block 0, OTUD3 inh -10, UCHL1 inh -6, USP17 inh -11 and USP28 block -9.
CC(C)(C)c1cc(NC(=O)c2ccncc2)no1 was read as USP30 block -6, USP10 block 0, USP8 block -9, USP7 block -5, OTUD3 inh -4, UCHL1 inh -1 and USP28 block -15.
Screening CN1CCN(Cc2cccnc2)C(=O)C12CCN(c1nccs1)CC2 returned USP30 block -486, USP10 block -10, USP8 block -169, USP7 block -27, OTUD3 inh -111, UCHL1 inh -21, USP17 inh -135 and USP28 block -130.

A draw from above in order of heavy-atom count, smallest number first.
CC(C)(C)c1cc(NC(=O)c2ccncc2)no1 was read as USP30 block -6, USP10 block 0, USP8 block -9, USP7 block -5, OTUD3 inh -4, UCHL1 inh -1 and USP28 block -15.
Screening CN1CCC(N(C)CC(O)COc2ccc(C#N)cc2)CC1 (stereo not drawn) returned USP30 block -23, USP10 block -4, USP8 block -10, USP7 block 0, OTUD3 inh 1, UCHL1 inh -1, USP17 inh -10 and USP28 block -5.
Screening Cc1ccnc(NC(=O)Cn2ccc3ccc(-c4nnc(C)o4)cc32)c1 returned USP30 block -15, USP10 block -3, USP8 block -20, USP7 block -1, OTUD3 inh -13, UCHL1 inh 0, USP17 inh -11 and USP28 block -10.
`Cc1ccccc1NC(=O)CSc1nnc(C2CC2)n1Cc1ccccc1` gave USP30 block 4, USP10 block 1, USP8 block 0, USP7 block -9, OTUD3 inh -1, UCHL1 inh -2, USP17 inh -1 and USP28 block -3.
For Cc1ncoc1C(=O)N[C@@H]1C[C@@H](Oc2cccc(F)c2)[C@H](O)[C@H]1N1CCOCC1 the results were USP30 block -20, USP10 block -1, USP8 block 7, USP7 block 3, OTUD3 inh 19, UCHL1 inh 0, USP17 inh 12 and USP28 block 8.
Screening Cc1cc(C)cc(NC(=O)NC2CCN(c3nc4cccnc4n(C)c3=O)CC2)c1 returned USP30 block -28, USP10 block -8, USP8 block -13, USP7 block 0, OTUD3 inh -10, UCHL1 inh -6, USP17 inh -11 and USP28 block -9.
For COc1ccc(OCC(=O)Nc2ccc3c(c2)CCC(=O)N3Cc2ccccc2)cc1 the results were USP30 block 32*, USP10 block 10, USP8 block 1, USP7 block 9, OTUD3 inh 11, UCHL1 inh 2, USP17 inh 13 and USP28 block 14.

(listing goes on)
`O=C(CN(c1cccc2cccnc12)S(=O)(=O)c1ccccc1)N1CCc2ccccc21` gave USP30 block -418, USP10 block -6, USP8 block -99, USP7 block -10, OTUD3 inh -126, UCHL1 inh -13, USP17 inh -7 and USP28 block -91.
`CCOc1ncccc1C(=O)Nc1ccnn1C(C)C1CC1` (stereo not drawn) gave USP30 block 0, USP10 block -3, USP8 block -13, USP7 block 6, OTUD3 inh 4, UCHL1 inh 0, USP17 inh -1 and USP28 block -2.
Screening COC(C)(C)C(=O)N1CCCC(c2ccc(-c3ccc(N)nc3)cn2)C1 (stereo not drawn) returned USP30 block -21, USP10 block -4, USP8 block -38, USP7 block -1, OTUD3 inh -8, UCHL1 inh 0, USP17 inh -8 and USP28 block -13.
For CCc1ccc2[nH]c(=O)c(CN(CCCO)C(=O)Nc3cccc(Cl)c3)cc2c1 the results were USP30 block -3, USP10 block 4, USP8 block -2, USP7 block 3, OTUD3 inh -3, UCHL1 inh 4, USP17 inh 1 and USP28 block 0.
For O=C(NCc1cccnc1)C1CCCN(c2nnc3ccc(Cl)cn23)C1 (stereo not drawn) the results were USP30 block 12, USP10 block -2, USP8 block 22, USP7 block 2, OTUD3 inh 16, UCHL1 inh 1, USP17 inh 13 and USP28 block 11.
`CSc1nc(NCCCO)c2sc3nc(C)c4c(c3c2n1)CC(C)(C)OC4` gave USP30 block -60, USP10 block -2, USP8 block -32, USP7 block 5, OTUD3 inh -6, UCHL1 inh -4, USP17 inh -7 and USP28 block -9.
`Cc1ccc(NC(=O)CN2C(=O)c3cnc(C(F)(F)F)n3CC2C)cc1` (stereo not drawn) gave USP30 block 20, USP10 block -5, USP8 block 18, USP7 block 2, OTUD3 inh 6, UCHL1 inh 1, USP17 inh 22 and USP28 block 14.
Screening CC(=O)N1CCN(C(=O)c2ccc(Cl)cc2)CC2(CNC(=O)C2)C1 (stereo not drawn) returned USP30 block 0, USP10 block 0, USP8 block -26, USP7 block 4, OTUD3 inh 5, UCHL1 inh 3, USP17 inh -12 and USP28 block 7.
`O=C(CC1CCN(S(=O)(=O)c2ccccc2)CC1)NCc1ccc2c(c1)OCO2` gave USP30 block -10, USP10 block -1, USP8 block -6, USP7 block -1, OTUD3 inh -7, UCHL1 inh 0, USP17 inh -18 and USP28 block 10.
For CN(C(=O)CCn1ncc2ccccc21)c1nc2c(s1)CCc1occc1-2 the results were USP30 block -15, USP10 block 1, USP8 block -214, USP7 block -20, OTUD3 inh -5, UCHL1 inh -1, USP17 inh 18 and USP28 block -4.
`O=C(NCCCS(=O)(=O)N1CCN(c2ccc(F)cc2)CC1)c1ccc(F)cc1` gave USP30 block 6, USP10 block 4, USP8 block -25, USP7 block 2, OTUD3 inh 0, UCHL1 inh 1, USP17 inh -3 and USP28 block 0.
For CCCc1ccc(S(=O)(=O)Nc2ncccc2OCc2cc(F)cc(F)c2)cc1 the results were USP30 block 0, USP10 block 3, USP8 block -3, USP7 block 1, OTUD3 inh -5, UCHL1 inh -4, USP17 inh -5 and USP28 block -5.
Screening O=C(NC1CCN(Cc2ccccc2)CC1)C1CCCN(S(=O)(=O)N2CCOCC2)C1 (stereo not drawn) returned USP30 block 0, USP10 block -3, USP8 block -2, USP7 block 1, OTUD3 inh -6, UCHL1 inh -2, USP17 inh -9 and USP28 block -10.
`COCCn1cnc2c(-c3ccccc3)cn(CC(=O)Nc3ccc4c(c3)OCO4)c2c1=O` gave USP30 block 1, USP10 block -2, USP8 block 3, USP7 block -4, OTUD3 inh -6, UCHL1 inh 3, USP17 inh 40* and USP28 block -7.
Screening Cn1cc(-c2nc(C(=O)Nc3ccc(C#N)cc3)cs2)c2cccnc21 returned USP30 block -200, USP10 block 14, USP8 block 85*, USP7 block 10, OTUD3 inh -58, UCHL1 inh 2, USP17 inh -25 and USP28 block -90.
`COc1cc2cc3c(nc2cc1OC)OCCN(CC1CC1)C3` gave USP30 block -105, USP10 block -7, USP8 block -54, USP7 block -4, OTUD3 inh -29, UCHL1 inh -4, USP17 inh -93 and USP28 block -112.
